N370S GC = inhibitors or activators of N370S glucocerebrosidase for Gaucher disease; P04062; N370S GC spleen homogenate, 4MU-glucoside fluorescence; Potency, µM (highest dose often 59.4 µM), inactives show at the top dose activity change, negative = inhibition, hits mostly inhibitors; 330,000 tested, 0.092% active;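 further: 0% = full enzyme activity and -100% = no enzyme basal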
TDP1 inh = inhibitors of human tyrosyl-DNA phosphodiesterase TDP1; Q9NUW8; recombinant TDP1, AlphaScreen DNA substrate cleavage; Potency, µM (series often up to 130 µM), inactives show top-dose activity change, negative = inhibition, usual class: inhibitors; 350,000 tested, 0.28% active; AID 485290; further: nearly all actives have a fitted effect of over 40% in size
Target sequence (Q9NUW8 whole entry, looked up): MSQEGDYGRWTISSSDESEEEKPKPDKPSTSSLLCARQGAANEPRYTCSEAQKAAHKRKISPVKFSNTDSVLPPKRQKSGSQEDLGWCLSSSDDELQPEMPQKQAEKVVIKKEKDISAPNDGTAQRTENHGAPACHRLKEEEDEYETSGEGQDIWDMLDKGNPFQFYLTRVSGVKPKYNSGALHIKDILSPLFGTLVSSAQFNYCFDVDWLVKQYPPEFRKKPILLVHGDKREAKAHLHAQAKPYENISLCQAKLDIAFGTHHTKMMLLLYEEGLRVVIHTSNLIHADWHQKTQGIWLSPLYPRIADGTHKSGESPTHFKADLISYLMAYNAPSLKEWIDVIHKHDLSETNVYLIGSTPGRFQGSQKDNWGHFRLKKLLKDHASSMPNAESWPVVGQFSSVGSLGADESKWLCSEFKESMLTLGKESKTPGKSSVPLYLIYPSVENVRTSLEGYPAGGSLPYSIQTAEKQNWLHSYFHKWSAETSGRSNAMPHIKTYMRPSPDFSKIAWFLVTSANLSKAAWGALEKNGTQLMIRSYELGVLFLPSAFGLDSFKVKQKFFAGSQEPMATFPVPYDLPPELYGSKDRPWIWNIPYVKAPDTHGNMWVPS
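Tdp1 1 nM final; 15 min RT w/ cpd; substrate 15 nM, 5 min; beads 10 ug/ml, 10 min; AlphaScreen read. Neg ctrl: no enzyme.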
FEN1 inh = human FEN1 inhibition | P39748 | Recombinant FEN1 flap cleavage, fluorescence, 15 min | Potency, µM (highest dose often 114 µM), for inactives: at the top dose activity change, negative = inhibition, actives largely listed as inhibitors | 390,000 tested, 0.35% active; further: nearly all actives have a fitted effect of over 65% in size
Target sequence (P39748 whole entry, looked up): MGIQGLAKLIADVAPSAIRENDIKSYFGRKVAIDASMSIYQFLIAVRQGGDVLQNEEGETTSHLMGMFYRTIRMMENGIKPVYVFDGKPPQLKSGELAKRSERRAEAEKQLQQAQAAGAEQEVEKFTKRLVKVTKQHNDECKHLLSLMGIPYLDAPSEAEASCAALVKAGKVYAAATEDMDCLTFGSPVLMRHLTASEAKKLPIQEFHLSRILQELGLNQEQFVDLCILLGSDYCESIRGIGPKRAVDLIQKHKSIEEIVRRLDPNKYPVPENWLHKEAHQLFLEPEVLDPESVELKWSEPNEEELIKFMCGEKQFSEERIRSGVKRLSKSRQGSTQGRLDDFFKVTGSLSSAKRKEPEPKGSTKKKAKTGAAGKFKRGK
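Potency values derive from four-parameter Hill fits of normalized qHTS data. The reaction used 10 nM FEN1 preincubated 15 min at room temperature with compound, then 50 nM DNA substrate, read at 0 and 15 min.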
* marks the source's active call; other numbers are inactive results; ? = inconclusive; · = no result given; [ ] = dose if it differs, or a comment. The call rests on the fitted dose curve; in most records, active means well fitted curve in the direction sought with a large enough effect; inconclusive means small, poorly fitted or top-dose-only effect, or another doubt; inactive means no such curve, though single readings can be large; an effect the other way counts as inactive or inconclusive. Unless noted, on the % scale 0 is the no-effect control and ±100 the full control effect; potency means the concentration at half of the fitted maximal effect.

Start of the data: the first 14 compounds (preview)
SMILES	N370S GC	TDP1 inh	FEN1 inh
N#C/C(=C(/O)c1cccc(F)c1)c1nc2ccccc2s1	1%	5%	6%
COc1ccccc1CN1CCNC(=O)C1CC(=O)NCCC1=CCCCC1 (stereo not given)	2%	5%	-5%
CCOC(=O)C1CCN(C(=O)c2ccc3c(c2)sc2nc(-c4ccc(OC)cc4)cn23)CC1	·	4%	?
COc1cc(C(=O)Nc2ccc(N3CCN(C(=O)c4ccc(C)cc4)CC3)cc2)cc(OC)c1OC	-1%	0%	-4%
CCOc1ncccc1C(=O)OC(C)C(=O)Nc1ccc(Cl)cn1 (stereo not given)	-6%	-7%	15%
CCO[C@@H]1OC(C(=O)NC2CC2)=C[C@H](C(C)(C)C)[C@H]1CCCO	-14%	4%	-5%
CC(C)CCNC(=O)COc1ccc2c3c(c(=O)oc2c1)CCC3	13%	4%	3%
CCCCCCc1ccc(-c2ccc(C#N)cc2)cc1	10%	0%	·
C1COC1	5%	5%	·
COc1cc2sc3ccc(-c4ccc(CN5CCOCC5)cc4)cc3c(=O)c2cc1OC	·	2%	?
Cc1cc(C)c(S(=O)(=O)CCC(C)C)c(=O)[nH]1	3%	3%	-3%
CC(C)(C)CN1CCN(CCCc2ccccc2)C(CCO)C1 (stereo not given)	-7%	·	10%
Cc1ccc(S(=O)(=O)N2CCOCC2)cc1NC(=O)COC(=O)c1ccc2c(c1)OCCO2	-7%	3%	14%
COc1ccc(NC(=O)CCN2CCC(C)CC2)cc1	6%	-11%	-7%

The listing, previewed entries included:
SMILES	N370S GC	TDP1 inh	FEN1 inh
N#C/C(=C(/O)c1cccc(F)c1)c1nc2ccccc2s1	1%	5%	6%
COc1ccccc1CN1CCNC(=O)C1CC(=O)NCCC1=CCCCC1 (stereo not given)	2%	5%	-5%
CCOC(=O)C1CCN(C(=O)c2ccc3c(c2)sc2nc(-c4ccc(OC)cc4)cn23)CC1	·	4%	?
COc1cc(C(=O)Nc2ccc(N3CCN(C(=O)c4ccc(C)cc4)CC3)cc2)cc(OC)c1OC	-1%	0%	-4%
CCOc1ncccc1C(=O)OC(C)C(=O)Nc1ccc(Cl)cn1 (stereo not given)	-6%	-7%	15%
CCO[C@@H]1OC(C(=O)NC2CC2)=C[C@H](C(C)(C)C)[C@H]1CCCO	-14%	4%	-5%
CC(C)CCNC(=O)COc1ccc2c3c(c(=O)oc2c1)CCC3	13%	4%	3%
CCCCCCc1ccc(-c2ccc(C#N)cc2)cc1	10%	0%	·
C1COC1	5%	5%	·
COc1cc2sc3ccc(-c4ccc(CN5CCOCC5)cc4)cc3c(=O)c2cc1OC	·	2%	?
Cc1cc(C)c(S(=O)(=O)CCC(C)C)c(=O)[nH]1	3%	3%	-3%
CC(C)(C)CN1CCN(CCCc2ccccc2)C(CCO)C1 (stereo not given)	-7%	·	10%
Cc1ccc(S(=O)(=O)N2CCOCC2)cc1NC(=O)COC(=O)c1ccc2c(c1)OCCO2	-7%	3%	14%
COc1ccc(NC(=O)CCN2CCC(C)CC2)cc1	6%	-11%	-7%
O=C1C2CCCCC2C(=O)N1c1ccc(S(=O)(=O)Nc2ncccn2)cc1 (stereo not given)	-2%	7%	2%
O=c1c2[nH]c3ccc(F)cc3c2ncn1CC1CCCO1 (stereo not given)	1%	3%	-16%
O=C(CC1NC2CCCCC2NC1=O)Nc1cccc(C(F)(F)F)c1 (stereo not given)	0%	0%	-3%
CC1Cc2ccccc2N1CC(=O)Nc1cccc(S(N)(=O)=O)c1 (stereo not given)	0%	2%	-9%
Cc1ccnc(N=Cc2c(O)ccc3oc4c(c23)CCCC4)c1	10%	0%	·
CCCc1cc(N2CCCC2)n2nc(C)c(-c3ccccc3)c2n1	1%	-3%	5%
O=C(O)CCC1OC(=O)C(O)=C1c1ccccc1 (stereo not given)	7%	·	18%
CCOC(=O)c1c(NC(=O)COC(=O)C2CC2C)sc(C)c1C (stereo not given)	?	2%	-7%
C/C(N)=C(/C#N)C(=O)CSc1nnc(NC(C)C)s1	8%	·	35µM*
COc1ccc(OC)c(NC(=O)CSc2nnc(CCCO)n2-c2ccccc2)c1	4%	9%	-3%
O=C(c1cccn(Cc2cccc(Cl)c2)c1=O)N1CCOCC1	-19%	7%	8%
O=C(NNC1=C(C(=O)C(F)(F)F)CCC1)c1ccc(Cl)cc1	-2%	10%	-5%
CC1(C)[C@@H](O)CC[C@]2(C)C3C(O)C=C4[C@H]5C[C@@](C)(C(=O)O)CC[C@]5(C)CC[C@]4(C)[C@]3(C)CC[C@@H]12 (stereo not given in full)	9%	5%	·
N#Cc1ccc(-c2ccco2)nc1SCc1ccccc1	11%	·	-11%
CCCCCn1nc(C(=O)N2CCc3ccccc32)c2ccccc2c1=O	·	-3%	-3%
CCOC(=O)c1c(C)oc2nc(C)nc(NCc3ccc(C)cc3)c12	·	2%	-7%
Cc1nn(-c2ccccc2)c(C)c1/C=N/Nc1nc2ccccc2[nH]1	9%	7%	?
O=C(/C=C/c1c(F)cccc1Cl)c1ccc(O)cc1	-10%	5%	-4%
O=C1N[C@@H](Cc2c[nH]c3ccccc23)COC(=O)[C@H](Cc2ccc(F)cc2)C/C=C\C[C@@H]1CC(=O)N(CCO)Cc1ccccc1	·	3%	-16%
CCOC(=O)C1CCN(S(=O)(=O)c2c[nH]c(=O)[nH]c2=O)CC1	2%	-10%	-1%
Cn1cc(C(=O)N2CCN(c3cccc(Cl)c3)CC2)c(=O)c2cc(S(=O)(=O)N3CCCC3)ccc21	·	0%	-19%
CC(C)C(=O)N=c1sc2cc(F)cc(F)c2n1C	8%	4%	-6%
Cc1cc(C)n(C)c(=O)c1C#N	-1%	3%	16%
CC(c1ccccc1)n1cc(C(=O)NCc2ccccn2)nn1 (stereo not given)	17%	2%	-5%
CCOc1ccc(S(=O)(=O)N2CCC(C(=O)N3CCOCC3)CC2)cc1Cl	-8%	·	14%
COc1ccc2nc(NC(=O)c3cc(=O)c4cc(C)cc(C)c4o3)sc2c1	·	7%	-13%
CC(C)COC(=O)Cn1nnc2sc(-c3ccccc3)cc2c1=O	·	2%	-7%
CC(C)[C@H](NC(=O)OC(C)(C)C)c1nnc(S(=O)(=O)Cc2c(F)cccc2Cl)o1	0%	2%	-1%
O=C(Cc1cccs1)NC1CCCC1	-2%	-4%	12%
O=C(COc1ccc2c(c1)OCO2)Nc1cccc(F)c1	9%	2%[0.0935 µM]	-10%
C#CCSc1nnc(-c2sc3ccccc3c2Cl)o1	5%	-1%	1%
COc1cccc(C(=O)Cn2c(=N)n(C)c3ccccc32)c1	3%	-8%	-4%
C[C@H](NC(=O)c1nc[nH]c1C(=O)N1CCN(C(=O)OC(C)(C)C)CC1)C(=O)OCc1ccccc1	-7%	·	17%
CCCNc1c(NC(=O)C2CCC(C)CC2)c(=O)oc2ccccc12 (stereo not given)	1%	0%	-11%
CC(C)(C)OC(=O)N1CCC(C(=O)N2CCCCCC2)CC1	4%	-3%[56.1 µM]	-4%
Cc1sc(NC(=O)CN(Cc2ccccc2)C(=O)C(C)C)c(C(N)=O)c1C	3%	5%	23%
CSc1nc(-c2ccccc2)nn1S(=O)(=O)c1ccc(Cl)cc1	-13%	2%	1%
COc1cc(C(=O)N2CCN(c3ccccn3)CC2)cc(OC)c1OC	1%	·	2%
CCOC(=O)CCP(=O)(O)C(O)c1ccc(OC)cc1 (stereo not given)	-6%	-1%	2%
CC(=O)Nc1ccc(S(=O)(=O)N(C)CC(=O)OCC(=O)N(C)c2ccccc2)cc1	4%	4%	0%
Cc1cc(-n2c(C)c3c(C)nnc(C)c3c2C)ccc1N	2%	1%	-17%
Cc1ccc(C)c(-n2[nH]c3c4c(ccc3c2=O)C(=O)c2ccccc2C4=O)c1	7%	3%	-6%
CCOC(=O)/C(C#N)=C/Nc1cc(C(=O)OCC)cc2c(OC)c(OC)ccc12	19%	-1%	14%
COCCSc1nnc(NC(=O)COc2ccc3c(c2)OCO3)s1	-1%	9%	4%
CCOC(=O)N1CCC(NC(=O)c2ccc3snnc3c2)CC1	-1%	3%	1%
COC(=O)[C@]1(CC(C)C)N[C@H](c2ccc(-c3cccc(Cl)c3)cc2)[C@@H]2C(=O)N(C)C(=O)[C@@H]21	0%	-2%	-24%

Going on with the list:
SMILES	N370S GC	TDP1 inh	FEN1 inh
O=C(NC1CCCCC1)N1CCCc2ccccc21	10%	3%	-13%
COc1ccc(CCNC(=O)C23CN(Cc4ccccc4)CC2C(c2ccc([N+](=O)[O-])cc2)=NO3)cc1 (stereo not given)	-28%	9%	-20%
O=C(Cn1ccc(NC(=O)OCc2ccccc2)nc1=O)NCc1ccc2c(c1)OCO2	·	4%	4%
O=C(CN1C(=O)CC(c2ccccc2)S(=O)(=O)c2ccccc21)N1CCOCC1 (stereo not given)	-1%	-2%	·
Cc1ccc(S(=O)(=O)N2CCCCC2)cc1NC(=O)COC(=O)c1cc[n+]([O-])cc1	20%	-1%	0%
CN1CCN(NC(=O)Nc2ccc(Br)cc2Cl)CC1	2%	5%[56.1 µM]	13%
O=C(CSc1n[nH]c(-c2ccco2)n1)Nc1ccc(Br)cc1	27%	7%[56.1 µM]	-1%
O=C(c1cccs1)N1CCCC(c2ccccc2)C1 (stereo not given)	8%	0%	0%
O=C(N/C(=C\c1cccc([N+](=O)[O-])c1)C(=O)N1CCOCC1)c1ccco1	-3%	4%	9%
Cc1nnc(SCC(=O)N2CCN(C(=O)c3ccco3)CC2)n1-c1ccccc1	-9%	·	21%
COC(=O)c1c(C)[nH]c(C(=O)COC(=O)Cn2cc(C(F)(F)F)ccc2=O)c1C	-2%	-8%	-2%
COc1ccccc1-c1nn2c(-c3cc(C)[nH]n3)nnc2s1	·	8%	-13%
COc1ccc(CCNC(=O)c2cc3c(=O)n4ccccc4nc3n(C3CCCCC3)c2=N)cc1OC	-9%	8%	?
O=C(COC(=O)c1cc(S(=O)(=O)N2CCOCC2)c(Cl)cc1Cl)c1ccc[nH]1	·	-1%	-9%
CCOC(=O)c1cc(-c2ccccc2)sc1NC(=O)C(C)OC(=O)c1ccncc1 (stereo not given)	25%	8%	5%
Cc1ccc(Cc2nc3ccccc3nc2SCC(=O)NCCc2ccccc2)cc1	·	5%	-7%
O=C(/C=C/c1ccc([N+](=O)[O-])cc1)NCC1CCCO1 (stereo not given)	-2%	4%	4%
COc1cc(C2NC(=O)NC(O)(C(F)(F)F)C2C(C)=O)cc(OC)c1OC (stereo not given)	0%	0%	6%
CCOC(=O)N1CCN(C(=O)c2ccc(CS(=O)(=O)c3ccccc3OC)o2)CC1	-1%	0%	1%
CC(C)c1ccc(Nc2nc(NCc3ccco3)nc(N3CCOCC3)n2)cc1	-7%	9%	-19%
O=C(CN(Cc1ccccc1F)C(=O)c1ccco1)NCc1ccc(F)cc1	8%	4%	-10%
O=C(c1cccc([N+](=O)[O-])c1)N1CCN(C/C=C/c2ccccc2)CC1	-1%	-11%	1%
C=CCN(CC=C)C(=O)c1ccc(OC2CCN(S(=O)(=O)N(C)C)CC2)cc1	-6%	2%	-5%
CN1N=C(C(=O)N2CCCC(N3CCN(c4ccc(F)cc4)CC3)C2)CCC1=O (stereo not given)	-5%	3%	-7%
CC(=O)c1ccc(OCC(=O)N(C)CC(=O)Nc2ccc(N3CCOCC3)cc2)cc1	·	0%[56.1 µM]	-8%
COc1ccc(/C=C2\C(=O)c3ccccc3OC2c2ccccc2)cc1 (stereo not given)	24%	6%	-15%
c1ccc2c(c1)CCN(c1ncnc3c1[nH]c1ccccc13)C2	-4%	5%	?
Cc1cccc(-c2nc(S(=O)(=O)c3ccc(F)cc3)c(N3CCN(c4ccccc4)CC3)o2)c1	·	6%	-3%
O=C1CSC(c2ccccn2)N1c1ccc(Cl)c(Cl)c1 (stereo not given)	13%	-2%	-5%
COc1ccccc1OCC(=O)Nc1ccc(C(N)=O)cc1	?	3%	4%
NNC(=O)c1cnn(-c2ccccc2)c1C(F)(F)F	1%	0%	0%
COc1cccc(N2CCN(C(=O)CCNS(=O)(=O)c3ccc(F)c(F)c3)CC2)c1	·	4%	1%
Cc1cc(NS(=O)(=O)c2ccc(NC(=O)Cc3cccs3)cc2)no1	4%	2%	-1%
O=C(Nc1ccc(-c2cn3c(n2)SCC3)cc1)c1ccc2c(c1)OCO2	-16%	1%	1%
Cc1cccc(-n2c(O)c(C=NC3CCS(=O)(=O)C3)c3ccccc3c2=O)c1 (stereo not given)	-1%	-10%	-2%
COc1ccc(CCNC(=O)C2CC(O)CN2S(=O)(=O)c2ccc(Cl)cc2)cc1OC (stereo not given)	·	0%	1%
COc1ccc(S(=O)(=O)N2CCSC2c2ccc(N)cc2)cc1 (stereo not given)	-1%	0%	-3%
COc1ccccc1Nc1nc2ccc(Cl)cc2nc1-n1nc(C)cc1C	·	2%	0%
CCCCNS(=O)(=O)c1ccc2nc(SCC(=O)Nc3ccccc3)[nH]c2c1	8%	5%	-6%
Cc1nc2ccccn2c1C(=O)NCC(C)C	27%	3%	-5%
COc1ccc(CN(C)CC2CCCN(CCc3ccc(F)cc3)C2)cc1OC (stereo not given)	-10%	4%	-1%

Compound activity as filed in PubChem BioAssay.
